KCNQ1 pot: potentiators or activators of human KCNQ1 potassium channel; P51787; CHO-K1 KCNQ1, thallium flux FluxOR fluorescence; stronger effect = higher value; B-score at 10 µM; hit rate 0.35% among 310,000; AID 2648;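 active means fluorescence ratio B-score, a plate-corrected score, at least three library SD, with initial intensity B-score within 5 SD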
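Assay system: CHO-K1 cells stably expressing KCNQ1. Medium: assay buffer for compound exposure, DMSO matched across wells. Timing: 37 °C overnight plating, 90-min dark dye load, 20-min compound pretreatment. Signal: kinetic FluxOR fluorescence, 10 s baseline plus 110 s post-stimulus.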
TRPC4 inh: TRPC4 (mouse) channel inhibition; AID 2247; B-score at 10 µM; Q9QUQ5; HEK293 TRPC4beta/mu-opioid, DAMGO-evoked Fluo4 calcium flux; stronger effect = lower value; hit rate 0.39% among 300,000;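 active means B-score over 3 SD under the library average, no early fluorescence shift, positive overall ratio signal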
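Assay system: HEK293 cells with stable TRPC4beta plus mu-opioid receptor expression; Probe or stimulus: DAMGO in two steps, submaximal then maximal; Dosing: single-point compound dosing; Measured by: Fluo4 calcium-dye fluorescence, kinetic read; Read-out basis: B score from integrated Fluo4 fluorescence ratio.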
TRPC4 act: opens the mouse TRPC4 cation channel; hit rate 0.49% among 310,000; B-score at 10 µM; HEK293 TRPC4beta/mu-opioid, Fluo4 calcium fluorescence; stronger effect = higher value; AID 2237;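 active means B-score above 5 SD of library B-scores, and initial fluorescence ratio not above library mean plus 5 SD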;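 further: positive B-score marks a calcium rise read as TRPC4 activation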
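Assay system: HEK293 stable line with TRPC4beta plus mu-opioid receptor. Times: dye 45 min RT, read 110 s. Measured by: kinetic Fluo4 calcium fluorescence. Measure: B score of integrated ratio. Controls: assay buffer as low control, maximal DAMGO as high control.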
KCNK9 block: inhibitors of human KCNK9 two-pore domain potassium channel. Q9NPC2. HEK293 KCNK9, FluxOR thallium flux fluorescence; stronger effect = lower value. B-score at 10 µM. hit rate 1.2% among 310,000. AID 488922;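 active means ratio B-score over 3 SD below the library mean, with starting fluorescence within 5 SD of its mean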;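 further: negative B-score means less thallium flux so channel inhibition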
Target sequence (Q9NPC2 whole entry, looked up, the tested form may be a part): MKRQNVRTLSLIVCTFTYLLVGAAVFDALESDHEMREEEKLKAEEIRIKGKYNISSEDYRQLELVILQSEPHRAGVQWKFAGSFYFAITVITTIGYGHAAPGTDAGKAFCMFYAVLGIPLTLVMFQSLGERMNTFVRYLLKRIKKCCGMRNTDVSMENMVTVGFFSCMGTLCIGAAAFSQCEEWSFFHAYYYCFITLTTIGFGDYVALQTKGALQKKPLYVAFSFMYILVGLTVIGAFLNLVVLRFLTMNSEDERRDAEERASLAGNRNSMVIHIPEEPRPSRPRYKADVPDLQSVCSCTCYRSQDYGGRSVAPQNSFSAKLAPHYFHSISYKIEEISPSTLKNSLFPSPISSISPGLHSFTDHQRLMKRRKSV
Dyrk1A ADPGlo: Dyrk1A (rat) kinase inhibition; Q63470; ADP-Glo luminescence, NFATc1 peptide; inhibition, % at 12.5 µM; hit rate 0.43% among 310,000; in the data active means inhibition above about 50%;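 further: plate controls were vehicle with enzyme for no effect and no enzyme for full effect; many of its hits are not listed in these tables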
KCNK3 block: human KCNK3 channel inhibition, primary screen | O14649 | CHO-KCNK3 thallium flux, FluxOR fluorescence; stronger effect = lower value | AID 602410 | hit rate 0.84% among 340,000 | B-score at 10 µM;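 active means B-score under library mean minus 4 SD, starting fluorescence ratio at most library mean plus 5 SD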;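 further: more negative B-score means stronger inhibition of thallium flux through KCNK3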
Target sequence (O14649 whole entry, looked up): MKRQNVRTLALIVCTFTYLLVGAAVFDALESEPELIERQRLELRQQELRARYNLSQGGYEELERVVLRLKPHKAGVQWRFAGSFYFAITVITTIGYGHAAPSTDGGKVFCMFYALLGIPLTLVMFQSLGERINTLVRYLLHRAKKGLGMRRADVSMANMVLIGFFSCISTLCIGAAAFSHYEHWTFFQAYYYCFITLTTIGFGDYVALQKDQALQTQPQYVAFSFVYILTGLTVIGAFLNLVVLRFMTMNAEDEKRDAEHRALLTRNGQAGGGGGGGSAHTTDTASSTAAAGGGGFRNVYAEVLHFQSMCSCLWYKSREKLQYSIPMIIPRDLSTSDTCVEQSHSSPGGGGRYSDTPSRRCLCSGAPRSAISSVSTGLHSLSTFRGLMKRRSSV
hERG protect: shields human hERG channel from block by proarrhythmic agents | CHO-hERG, FluxOR thallium flux, dofetilide IC70 present | activation (rescue from dofetilide block), less the hit threshold, % at 10 µM | hit rate 0.51% among 310,000 | AID 1511;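 active means activation above the mean of controls blocked by dofetilide plus 5 SD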;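 further: thallium influx through hERG after potassium depolarization seen as dye fluorescence rise; in these data hits start at about 4.7%; inactives centre near -7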
PolyA inhibitor: yeast polyadenylation inhibition; AID 1875; hit rate 0.02% among 300,000; calls only at 12 µM; S. cerevisiae SKY197-pL101 polyadenylation reporter, beta-gal luminescence; efflux-impaired pdr1/pdr3 knockout yeast; score 100 = 6 SD above DMSO;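 active means lowest replicate activity score at least 50, where 100 means six control SD above control mean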;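 further: yeast exposed to compound for 9 h at 30 °C; higher score means more reporter readthrough which indicates perturbed polyadenylation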
TRPC4 PAM: allosterically enhances the mouse TRPC4 cation channel. hit rate 0.42% among 310,000. AID 2227. Q9QUQ5. B-score at 10 µM. HEK293 TRPC4beta/mu-opioid, DAMGO EC20, Fluo-4 Ca2+ flux; stronger effect = higher value;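 active means B-score of calcium response area above 5 SD of library B-scores, with initial fluorescence ratio within 5 SD of library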;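 further: B-score of integrated fluorescence ratio over time as area under calcium response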
KCNQ1 inh: inhibitors of human KCNQ1 potassium channel; P51787; CHO-K1 KCNQ1, FluxOR thallium flux fluorescence; stronger effect = higher value; B-score at 10 µM; hit rate 1.3% among 310,000; AID 2642;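 active means compounds whose thallium flux B-score, printed positive for inhibition, exceeds three library SD while starting fluorescence stays within three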;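 further: channel opened by potassium depolarization with thallium stimulus after 20 min compound exposure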
Platelet DG rel: modulates dense granule release in human platelets. inhibition, %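 (compounds screened at 7.5 µM in platelet-rich plasma)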. hit rate 0.22% among 300,000. human platelet-rich plasma, SFLLRN dense granule ATP release, luminescence;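 active means mean replicate score, as percent of positive control, at or above 50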
* = called active by the depositor; i = inactive; . = not tested or not shown.

SMILES	KCNQ1 pot	TRPC4 inh	TRPC4 act	KCNK9 block	Dyrk1A ADPGlo	KCNK3 block	hERG protect	PolyA inhibitor	TRPC4 PAM	KCNQ1 inh	Platelet DG rel
O=C(CCNC(=O)C1CCN(S(=O)(=O)c2ccccc2)CC1)NCc1ccccc1Cl	i	i	i	i	-3	i	-8	i	i	i	-4
CC1=NC(C)(C)Cc2c(C)cccc21	i	i	i	i	-2	i	-11	i	i	i	-1
Cc1ccc(C(=O)NNC(=O)c2cccc(Br)c2)cc1	i	i	i	i	-4	i	11*	i	i	i	0
Cc1ccc(-n2nnnc2-c2cccnc2)cc1	i	i	i	i	-10	i	-10	.	i	i	-6
COc1ccc(C(=O)Nc2ccc3ccccc3c2)cc1OC	i	i	i	i	2	i	-7	i	i	i	-4
CN1CCN(C(CNS(=O)(=O)c2ccc(Br)cc2)c2ccc3c(c2)OCO3)CC1 (stereo not given)	i	i	i	i	9	i	-14	i	i	i	10
O=C(Nc1nc2c(s1)CCCC2)c1ccc(N2C(=O)CCC2=O)cc1	i	i	i	i	67*	i	-4	i	i	i	-11
COc1ccc(/C=N/NS(=O)(=O)c2ccccc2)cc1OS(=O)(=O)c1ccccc1	i	i	i	i	-11	i	-8	i	i	i	-8
COc1ccc(NC(=O)C2CCN(S(C)(=O)=O)CC2)cc1	i	i	i	i	-3	i	-9	i	i	i	7
COc1ccc(C2Nc3ccccc3C(=O)N2NC(=O)c2ccccc2)cc1OC (stereo not given)	i	i	i	i	1	i	-16	i	i	i	3
O=C(/C=C/c1c(Cl)cccc1Cl)Nc1ccncc1	i	i	i	i	.	i	-18	i	i	i	6
CC(C)CC1Nc2ncnc(N3CCN(c4ccccc4)CC3)c2N(Cc2ccc(Cl)cc2)C1=O (stereo not given)	i	i	i	i	-15	i	-13	i	i	i	0
Clc1ccc(COc2ccccc2CNCc2cccnc2)cc1	i	-6*	i	i	5	i	-1	i	i	i	-3
CCOC(=O)c1c(NC(C)=O)sc(/C(C)=N/Nc2ccc(C(=O)O)cc2)c1C	i	i	i	i	.	i	-10	i	i	i	2
Cc1ccccc1S(=O)(=O)Cc1ccc(C(=O)NCc2cccs2)o1	i	i	i	i	-4	i	-13	i	i	i	0
Cc1sc2nc(CSc3nnc(Cc4cccs4)n3C3CCCCC3)[nH]c(=O)c2c1C	i	i	i	i	3	i	-8	i	i	i	0
COc1ccc(/C=C2\N=C(C)OC2=O)cc1[N+](=O)[O-]	i	i	i	i	-2	i	-13	i	i	i	-5
C=CCn1c(SCC(=O)N2CCOCC2)nc(O)c(Cc2ccccc2)c1=O	i	i	i	i	-7	i	-4	.	i	i	-5
S=C(NCCc1cccc(Cl)c1)NCc1ccccc1	i	i	i	i	-3	i	-7	.	i	8*	.
Cc1ccc(SCc2ccc(C(=O)N3CCCCC3)cc2)cc1	i	i	i	i	17	i	-6	i	i	i	-6
Cc1cccc(N(CC(=O)NCc2ccco2)C(=O)CCC(=O)Nc2ccccn2)c1C	i	i	i	i	-1	i	-11	i	i	i	-11
O=C1Nc2ccccc2/C1=C/c1ccccc1F	i	i	i	i	0	i	-9	i	i	i	2
CC(=O)Nc1ccc(-c2cc(NC(C)=O)n(-c3ccccc3)n2)cc1	i	i	i	i	-1	i	-7	i	i	i	-3
Cc1ccc(OC(C)C(=O)N2CCCc3ccccc32)cc1 (stereo not given)	i	i	i	i	2	i	-10	i	i	i	-2
CN=C(Nc1cccc(Cl)c1)SC1CC(=O)N(c2ccc(OC)cc2)C1=O (stereo not given)	i	i	i	i	-2	i	-7	i	i	i	-3

More records
SMILES	KCNQ1 pot	TRPC4 inh	TRPC4 act	KCNK9 block	Dyrk1A ADPGlo	KCNK3 block	hERG protect	PolyA inhibitor	TRPC4 PAM	KCNQ1 inh	Platelet DG rel
COc1ccc(C2N=C(N)N=C(N)N2c2ccccc2OC)cc1OC (stereo not given)	i	i	i	i	-3	i	-15	i	i	i	-2
C=C(C)n1c(=O)n(Cc2ccc(C)cc2)c2ccccc21	i	i	i	i	0	i	-4	i	i	i	13
COc1ccc(S(=O)(=O)CCC(=O)NCCc2ccc(C)cc2)cc1	i	i	i	i	-2	i	-9	i	i	i	-2
CC(=O)c1cccc(NC(=O)C2CCN(S(=O)(=O)c3ccccc3)CC2)c1	i	i	i	i	6	i	-7	i	i	i	-14
CCOCCCNc1ncc2c(n1)CC(c1ccc(C)cc1)CC2=O (stereo not given)	i	i	i	i	12	i	-6	i	i	i	3
CCOc1ccc2[nH]c(C)c(CN3CCN(CC)CC3)c(=O)c2c1	i	i	i	i	-9	i	-16	i	i	i	1
COc1ccccc1N1C(=O)c2ccc(C(=O)Nc3ccccc3O)cc2C1=O	i	i	i	i	-2	i	-6	i	i	i	0
O=C(COc1ccc2cc(Br)ccc2c1Br)N1CCOCC1	i	i	i	i	8	i	-4	.	i	i	.
Nc1nc2n(n1)C(c1ccco1)CC(c1ccccc1)N2 (stereo not given)	i	i	i	i	3	i	-5	i	i	i	-7
COc1ccc(-c2nonc2NC(=O)c2ccco2)cc1OC	i	i	i	i	0	i	-8	i	i	i	0
COc1cccc(C(C)NC(=O)c2ccncc2)c1 (stereo not given)	i	i	i	i	-5	i	-2	i	i	i	-3
O=C(NCN1C(=O)C2C3C=CC(C3)C2C1=O)Nc1ccccc1O (stereo not given)	i	i	i	i	1	i	-4	i	i	i	2
CCOC(=O)C1CCCN(S(=O)(=O)c2ccc(-n3cnnn3)c(C)c2)C1 (stereo not given)	i	i	i	i	-5	i	1	i	i	i	-6
CSc1ncc(CN2CCN(C3CCCCC3)C(CCO)C2)cn1 (stereo not given)	i	i	i	i	-1	i	-14	i	i	i	-2
COc1cc(-c2nnc(COC(=O)c3cc(C)no3)o2)cc(OC)c1OC	i	i	i	i	-6	i	-5	i	i	i	5
Cc1ccc(S(=O)(=O)NCc2ccccc2)cc1C(=O)NCc1ccccn1	i	i	i	i	4	i	-10	i	i	i	0
CC(=O)c1ccc(O)c(CO)c1	i	i	i	i	0	i	-12	i	i	i	-2
COc1ccccc1/C=C/C=N/NC(=O)CC1C(=O)NN=C1C (stereo not given)	i	i	i	i	-3	i	-6	i	i	i	-9
OCc1nc2c(ccc3ccccc32)[nH]1	i	i	i	i	27	i	0	i	i	i	7
CCOC(=O)CC1=C(C(=O)OCC)C(c2cccnc2)C(C#N)=C(N)O1 (stereo not given)	i	i	i	i	-5	i	-12	i	i	i	-7
COC(=O)c1ccc(C(=O)OC)c(NC(=O)c2cnc3n(c2=O)CCS3)c1	i	i	i	i	7	i	-4	i	i	i	9
CCc1nn(CCCC(=O)NCc2ccc(C)cc2)c(=O)c2cc3occc3n12	i	i	i	i	6	i	-6	i	i	i	5
COCCN(Cc1ccc(C)c(Br)c1)C(=O)Cn1cnc(S(=O)(=O)N2CCCC2)c1	i	i	i	i	-5	i	-4	i	i	i	10
Cc1cc(C)cc(OCC(=O)NNC(=O)c2ccoc2C)c1	i	i	i	i	0	i	-6	i	i	i	-7
CCC(CC)Nc1ccc(C(CC(N)=O)NC(=O)c2ccccc2)cc1[N+](=O)[O-] (stereo not given)	i	i	i	i	0	i	-11	i	i	i	0

Further entries:
SMILES	KCNQ1 pot	TRPC4 inh	TRPC4 act	KCNK9 block	Dyrk1A ADPGlo	KCNK3 block	hERG protect	PolyA inhibitor	TRPC4 PAM	KCNQ1 inh	Platelet DG rel
CCOC(=O)c1c(NC(=O)CSc2nnnn2CC)sc(C)c1C	i	i	i	-7.7*	2	i	-7	i	i	i	1
O=C(NC(=S)N1CCN(c2nc(-c3ccccc3)cs2)CC1)c1cncc(Br)c1	56*	i	i	i	0	i	89*	i	i	i	4
Cc1ccc2c(c1)N(CCC(=O)NCc1ccc3c(c1)OCO3)C(=O)CO2	i	i	i	i	6	i	-10	i	i	i	1
COc1ccccc1-c1nc2cc3ccccc3cc2nc1-c1ccccc1	i	i	i	i	3	i	-7	i	i	9*	0
Cc1ccc(NC(=O)c2ccc(OCC3CCCO3)cc2)nc1 (stereo not given)	i	i	i	i	-2	i	-17	i	i	i	-24
Clc1ccc(-c2nc3cnccn3c2NC2CCCC2)cc1	i	i	i	i	8	i	-16	i	i	i	-3
Cc1onc(-c2c(Cl)cccc2Cl)c1C(=O)NCc1ccc(S(N)(=O)=O)cc1	i	i	i	i	9	i	-14	i	i	i	-7
O=C(O)C1CSC2(c3ccc(F)cc3)CCC(=O)N12 (stereo not given)	i	i	i	i	-4	i	-6	i	i	i	-2
COc1ccc2[nH]c(=O)c(CN(C)C(=O)COc3ccccc3)cc2c1	i	i	i	i	1	i	-3	i	i	i	0
COc1cc(OC)c(OC)cc1/C=C/c1cc(C(=O)O)c2ccccc2n1	i	i	i	i	1	i	-20	i	i	i	31
Cc1noc(C)c1C(=O)NCCC1=CCCCC1	i	i	i	i	-2	i	-10	i	i	i	-2
O=C(c1ccco1)N1CCc2[nH]nc(-c3ccccc3)c2C1	i	i	i	i	13	i	-9	i	i	i	1
COc1ccc(CCNC(=O)C(C)n2nc(C)c3c(C)n(-c4ccc(C)cc4)nc3c2=O)c(OC)c1 (stereo not given)	i	i	i	i	-5	i	-9	i	i	i	-11
CCC(c1nnc(SCC(=O)Nc2cc(Cl)ccc2C#N)n1C1CCCCC1)N(C)C (stereo not given)	i	i	i	i	-1	i	-4	i	i	i	3
C[C@@H](Nc1nc(-c2ccccc2)nc2c1oc1ccccc12)C(=O)O	i	i	i	i	15	i	-4	i	i	i	-4
COC(=O)c1sccc1NC(=O)COc1ccccc1Cl	i	i	i	i	-1	i	-6	i	i	i	5
CCCc1cc(-c2[nH]ncc2-c2ccc(C(=O)OCC)o2)c(O)cc1O	i	i	i	i	17	i	-4	i	i	i	8
CCOC(=O)c1[nH]c(C)c(C(=O)Nc2ccc(C)c(Cl)c2)c1C	i	i	i	i	-2	i	-16	i	i	i	-13
C(=N\Nc1nc2ccccc2[nH]1)/c1ccccc1	i	i	i	i	10	i	-21	i	i	i	4

An excerpt of these results, with two lines to a compound.
Order of values – KCNQ1 pot	TRPC4 inh	TRPC4 act	KCNK9 block	Dyrk1A ADPGlo	KCNK3 block	hERG protect	PolyA inhibitor	TRPC4 PAM	KCNQ1 inh	Platelet DG rel
- O=C(c1ccco1)N1CCc2[nH]nc(-c3ccccc3)c2C1
 : i	i	i	i	13	i	-9	i	i	i	1
- Cc1onc(-c2c(Cl)cccc2Cl)c1C(=O)NCc1ccc(S(N)(=O)=O)cc1
 : i	i	i	i	9	i	-14	i	i	i	-7
- COc1ccccc1-c1nc2cc3ccccc3cc2nc1-c1ccccc1
 : i	i	i	i	3	i	-7	i	i	9*	0

This is a subset (hit frequency here may not be typical).
